SRC3 inh = SRC3 coactivator transcriptional activity inhibitors, primary screen, cell-based, luminescence; Nuclear receptor coactivator 3 (Homo sapiens), Q9Y6Q9; HEK293 GAL4-SRC3 luciferase reporter; inhibition, % at 3.6 µM; 360,000 tested, 0.17% active;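 active = inhibition above a per-campaign cutoff, the mean of all compounds plus 3 SD, cut at about 60% in these data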;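 also: 0% = DMSO-treated cells and 100% = gossypol-treated cells at 36 µM; higher means less SRC3-driven luciferase light from the GAL4 reporter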
TLR9-MyD88 block = inhibitors of TLR9-MyD88 association in cells, primary screen, cell-based, CHO, BLA complementation, fluorescence; CCF4 FRET ratio; inhibition, % at 4.98 µM; 340,000 tested, 0.21% active; AID 504734, 2011;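 active = inhibition above the mean over all tested compounds plus 3 SD, cut at about 21% in these data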;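 also: 0% = DMSO only wells and 100% = clavulanate BLA inhibitor control wells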
SRC1 inh = SRC1 coactivator transcriptional activity inhibitors, primary screen, cell-based, luminescence. Nuclear receptor coactivator 1 (Homo sapiens), Q15788. HEK293 GAL4-SRC1 luciferase reporter. inhibition, % at 3.6 µM. 360,000 tested, 0.12% active;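 active = inhibition above the campaign mean plus 3 SD, with each screening campaign given its own cutoff, cut at about 60% in these data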;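 also: 0% = DMSO treated cells and 100% = gossypol at 36 µM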
TRAIL sens C8 = viability loss with TRAIL in NB7+C8 cells, primary screen, TRAIL sensitizer project, cell-based, ATPlite luminescence; inhibition (viability loss, TRAIL sensitization), % at 10 µM; 360,000 tested, 1% active; AID 624354, 2012;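 active = compounds causing at least 50% loss of cell viability in the single-dose screen, relative to plate controls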
TROY signal inh = inhibitors of TROY-driven NF-kB signaling, primary screen, Q293 LMP1-TROYcd cells, NF-kB luciferase, uHTS; Q293 LMP1-TROYcd NF-kB luciferase reporter, 4 h; inhibition, % at 10 µM; 360,000 tested, 0.98% active;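 active = compounds whose plate-normalised and pattern-corrected inhibition of the luciferase reporter signal at the single screening dose is 50% or more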
Vif imaging = HIV Vif self-association inhibitors, primary screen, imaging, HEK293T, single point | HEK293T cells, Vif self-association by quenched fluorescence, 24 h | inhibition, % at 7.49 µM | 340,000 tested, 0.35% active; in the data active = inhibition above about 50%, passing the limit was not always enough; inconclusive = no clear call, values can overlap the other calls; inactive = below about 31%; also: some results filed as inactive read as strong as hits
LMP1 NFkB inh = EBV LMP1-driven NF-kappaB luciferase reporter inhibitors, primary screen, cell-based, luminescence, single point; LMP1-induced NF-kappaB luciferase reporter cells; 350,000 tested, 0.69% active; inhibition, % at 12.5 µM; in the data active = inhibition above about 41%; inconclusive = no clear call, values can overlap the other calls;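 also: 0% = neutral control wells and 100% = reference inhibitor control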
NOD2-RIPK2 inh = NOD2-RIPK2 binding disruptors in cells, primary screen, fluorescence, CHO cells, BLA complementation; 360,000 tested, 0.38% active; Receptor-interacting serine/threonine-protein kinase 2 (Homo sapiens), O43353; inhibition, % at 4.98 µM; CCF4 ratio; in the data active = inhibition above about 21%;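 also: 0% = vehicle only and 100% = reference blocker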
Target sequence (O43353 whole entry, looked up): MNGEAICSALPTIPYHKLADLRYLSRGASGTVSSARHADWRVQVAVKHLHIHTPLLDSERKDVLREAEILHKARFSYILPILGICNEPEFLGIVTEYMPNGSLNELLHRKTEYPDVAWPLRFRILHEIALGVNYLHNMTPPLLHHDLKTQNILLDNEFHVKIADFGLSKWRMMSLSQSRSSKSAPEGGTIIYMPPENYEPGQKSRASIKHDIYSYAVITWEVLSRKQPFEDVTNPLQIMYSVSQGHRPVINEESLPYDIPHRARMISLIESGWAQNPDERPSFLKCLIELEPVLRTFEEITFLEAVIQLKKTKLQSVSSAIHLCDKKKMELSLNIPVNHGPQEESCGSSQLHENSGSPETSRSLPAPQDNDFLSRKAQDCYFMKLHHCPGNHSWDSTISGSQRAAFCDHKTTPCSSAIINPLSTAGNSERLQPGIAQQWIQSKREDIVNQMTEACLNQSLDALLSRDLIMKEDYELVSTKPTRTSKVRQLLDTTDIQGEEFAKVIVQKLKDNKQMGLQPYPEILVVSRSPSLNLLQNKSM
SRC2 inh = inhibition of GAL4-SRC2 driven luciferase reporter, primary screen, SRC2 inhibitor project, cell-based, luminescence. HEK293 GAL4-SRC2 luciferase reporter. inhibition, % at 9 µM. 370,000 tested, 0.17% active;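 active = inhibition above the mean inhibition of all tested compounds plus 3 SD, set per campaign, cut at about 52% in these data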;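 also: 0% = DMSO treated cells and 100% = cells given Gossypol at 36 µM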
NR5A2 inv ag = LRH-1 (NR5A2) inverse agonists, primary screen, cell-based, luminescence, HEK293T, StAR-luciferase reporter; LRH-1 transfected, 24 h; 360,000 tested, 0.13% active; inhibition, % at 3.6 µM; Nuclear receptor subfamily 5 group A member 2 (Homo sapiens), O00482;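 active = inhibition above the mean inhibition of all tested compounds plus 3 SD, cut at about 73% in these data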;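 also: 0% = DMSO wells and 100% = reporter-only cells lacking LRH-1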
COUP-TFII inh = NR2F2 transcriptional activity inhibitors, primary screen, cell-based, luciferase reporter, HEK293T, luminescence; COUP transcription factor 2 (Homo sapiens), P24468; HEK293T NGFI-A luciferase reporter; inhibition, % at 8.6 µM; 370,000 tested, 0.7% active; AID 686940, 2013;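 active = inhibition above a per-plate cutoff, mean inhibition of test wells between control levels plus 3 SD, cut at about 38% in these data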;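 also: cells cotransfected with COUP-TFII expression vector driving the NGFI-A reporter; 0% = median of COUP-TF2 test wells and 100% = reporter-only cells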
Target sequence (P24468 whole entry, looked up): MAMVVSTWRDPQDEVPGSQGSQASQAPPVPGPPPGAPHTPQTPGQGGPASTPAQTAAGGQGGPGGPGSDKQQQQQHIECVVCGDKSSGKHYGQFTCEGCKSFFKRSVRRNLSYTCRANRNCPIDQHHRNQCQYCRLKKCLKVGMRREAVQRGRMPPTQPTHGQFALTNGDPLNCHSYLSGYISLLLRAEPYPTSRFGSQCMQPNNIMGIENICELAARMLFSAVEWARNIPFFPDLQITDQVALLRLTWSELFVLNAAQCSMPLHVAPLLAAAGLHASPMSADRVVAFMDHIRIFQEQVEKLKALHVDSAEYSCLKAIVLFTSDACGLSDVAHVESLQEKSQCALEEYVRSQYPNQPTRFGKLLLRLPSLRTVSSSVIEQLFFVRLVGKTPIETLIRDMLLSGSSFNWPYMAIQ
* marks the source's active call; other numbers are inactive results; ? = inconclusive; · = not tested or not shown. A portion of the library; the hit share may differ from the screen's.

Value order – TROY signal inh | NR5A2 inv ag | SRC2 inh | TRAIL sens C8 | SRC3 inh | SRC1 inh | TLR9-MyD88 block | LMP1 NFkB inh | NOD2-RIPK2 inh | Vif imaging | COUP-TFII inh
O=C(O)C1CCC(=O)N(C2CC2)C1c1ccccc1 (stereo not drawn)
  -14 | 21 | 12 | -5 | -13 | -9 | 5 | 0 | -2 | · | -9
Cc1cccc(NC(=S)NNC(=O)c2ccco2)c1
  -33 | -46 | -34 | -4 | -20 | -21 | 0 | -2 | -8 | 6 | -28
CNC(=O)c1ccsc1NC(=O)CS(=O)(=O)c1ccc(F)cc1
  5 | 9 | 0 | -11 | -2 | -3 | -5 | -2 | 0 | 9 | -8
C[N+]1(CC(O)COc2ccccc2)CCN(C(=O)c2ccc([N+](=O)[O-])cc2)CC1 (stereo not drawn)
  -24 | 21 | -11 | 18 | 4 | 15 | -11 | -4 | -6 | 1 | 0
COc1cc(/C=C2/C(=N)N3N=C(CC(=O)N4CCOCC4)SC3=NC2=O)ccc1OCc1ccc(F)cc1
  -25 | -38 | -16 | -1 | -80 | -59 | 3 | -24 | 4 | -4 | -30
Cc1c(C(=O)N2CCOCC2)c(S(=O)(=O)Nc2ccccc2)c(C)n1C
  18 | 0 | -19 | -21 | 15 | -17 | -15 | -3 | -11 | 1 | -16
O=C1c2ccccc2NC(c2ccc(-c3cccc([N+](=O)[O-])c3)o2)N1O (stereo not drawn)
  -43 | -6 | -25 | 18 | -7 | -6 | 22* | 2 | 3 | -5 | 20
CCc1ccc(-c2csc(NC(=O)Oc3ccccc3)n2)cc1
  -54 | -84 | -37 | 26 | -44 | -80 | -12 | -4 | -12 | 7 | -5
COc1ccc(S(=O)(=O)N/N=C\c2ccc([N+](=O)[O-])o2)c(OC)c1
  -6 | 8 | 2 | -7 | 1 | -6 | -4 | -1 | 1 | · | -14
CC1CC(C)CN(S(=O)(=O)N2CCCC(C(=O)NC3CCCCC3C)C2)C1 (stereo not drawn)
  18 | 8 | -11 | -10 | -5 | -4 | 1 | -5 | 8 | -2 | 9
COc1cc(OC)cc(C(=O)NCCCn2ccnc2)c1
  1 | 1 | 15 | 2 | 1 | 16 | -9 | 1 | 7 | 0 | -11
c1ccc(Nc2ccccn2)nc1
  -5 | -7 | 18 | 3 | 7 | 0 | 5 | 4 | 1 | -1 | 5
Nc1ncc(Br)cc1S(=O)(=O)NCCc1ccccc1
  -9 | 1 | -12 | -2 | 1 | 0 | -4 | 2 | 0 | -3 | 2
Cc1ccccc1-n1nc(C)c2c(C(=O)NN)cc(-c3ccncc3)nc21
  7 | 10 | 3 | -9 | 12 | 9 | -7 | 6 | -7 | 12 | 9
COc1ccc(C(C)=O)cc1CSCCC(=O)O
  6 | -1 | 4 | 5 | -1 | -5 | -2 | -11 | -1 | 9 | 8
C=CCOc1ccc(CN(C)C(=O)C2CCCO2)cc1 (stereo not drawn)
  -20 | 2 | -13 | -1 | -2 | -1 | -2 | -4 | -12 | -9 | -9
O=c1[nH]c(/C=C/c2ccc(Br)cc2)nc2ccccc12
  -28 | -103 | -21 | 78* | -74 | -91 | 5 | -31 | -4 | 0 | -29
O=C(CCN1C(=O)/C(=C\c2ccccc2)SC1=S)N1CCOCC1
  -28 | 11 | -31 | -10 | 5 | 12 | 10 | 5 | 0 | 26 | -15
COc1cccc(/C=C/C(=O)NNC(=O)c2ccncc2)c1OC
  -32 | -13 | -18 | 9 | -10 | -4 | 6 | 3 | -7 | -9 | -20
Cn1c(=O)cc(SCC(=O)NCCCN2CCN(c3ccccc3F)CC2)c2ccccc21
  -3 | 8 | -54 | 1 | 3 | -8 | -4 | 7 | -2 | 13 | -5
Cc1c(C)n(CC(O)CN2CCCCCC2)c2ccccc12 (stereo not drawn)
  8 | 2 | -13 | 22 | -10 | -4 | -1 | -4 | -13 | · | -3
CC(=O)c1cccc(NC(=S)N2CCN(S(C)(=O)=O)CC2)c1
  -10 | -12 | 2 | -8 | -3 | 5 | -4 | 11 | -9 | 0 | -12
CCN(CC)S(=O)(=O)c1cccc(NC(=O)C2SC(=Nc3ccc(C)cc3C)C(C(=O)NC(C)COC)=C2N)c1 (stereo not drawn)
  10 | -6 | 11 | 6 | 35 | -15 | -5 | -18 | -4 | -8 | 7
Cn1c(=O)n(C)c2cc(C(=O)Nc3ccc(Br)cc3)ccc21
  -13 | -1 | -20 | 1 | -4 | -5 | 8 | 4 | 2 | 1 | 1
Cc1cc(C)c2c(=O)[nH]c(SCC(=O)NCCc3ccccc3)nc2n1
  -9 | 10 | -26 | -26 | 12 | 10 | -2 | -11 | -7 | · | -18
Cc1ccc(C(C)C)c(OCC(=O)N2CCOCC2)c1
  6 | 18 | -17 | -7 | 31 | 2 | 7 | -4 | -13 | 0 | 32
O=c1cc(C(F)(F)F)[nH]c(=S)n1-c1ccccc1
  1 | 4 | 7 | -3 | 7 | 2 | -2 | 5 | 6 | -6 | 20
Cc1ccc(C(=O)Nc2cc3c(cc2Cl)OCCCO3)cc1
  -47 | -153 | -7 | 2 | -111 | -108 | -4 | -36 | -11 | 2 | -36
O=C(NC1CCCC1)C1CCC(CNS(=O)(=O)c2ccc(F)cc2)CC1 (stereo not drawn)
  5 | 5 | -33 | 18 | -13 | -32 | 2 | 8 | -9 | 1 | -4
COc1ccc(S(=O)(=O)N2CCOC2CNC(=O)C(=O)NCCN2CCOCC2)cc1OC (stereo not drawn)
  -15 | -9 | 6 | 3 | -4 | -15 | -4 | 2 | 8 | · | 1
COc1cccc(COc2cc3ccccc3nc2C)c1
  10 | 28 | -8 | 20 | -3 | 3 | -9 | -10 | 16 | -32 | 59*
CC[N+](CC)(CCO)CCCN1C(=O)C2CC=C(Cl)CC2C1=O (stereo not drawn)
  · | 9 | 7 | · | 1 | -19 | 6 | -4 | 2 | 1 | -4
Cc1c(C)[n+](=O)c(-c2ccc(Br)cc2)c(C)n1[O-]
  13 | -1 | 0 | 2 | 20 | -3 | -7 | 0 | 5 | -1 | -13
CCC(C(=O)NC1CCCC1)N(Cc1cccs1)C(=O)Cn1nnc(-c2ccc(OC)c(OC)c2)n1 (stereo not drawn)
  5 | 11 | 7 | -17 | 8 | 13 | -5 | 6 | -6 | -1 | 1
OCCOCCOc1ccc(-c2nn[nH]n2)cc1
  21 | -11 | -11 | 0 | 10 | -2 | -3 | 1 | -1 | -1 | 9
Cc1ccc(N2CC(C(=O)N/N=C/c3sccc3C)CC2=O)cc1 (stereo not drawn)
  -65 | -11 | -1 | 2 | 19 | 3 | 0 | -1 | 9 | -21 | 4
COCCCNC(=O)CSc1ccc(Cl)cc1
  -12 | -3 | 20 | 12 | -15 | -13 | -2 | 6 | -2 | 1 | -8
CC(C(=O)NC1(C#N)CCCCC1)N(C)CC(=O)Nc1ccc(Cl)c(Cl)c1 (stereo not drawn)
  14 | 19 | 17 | 13 | 11 | -18 | 4 | 4 | 8 | 21 | -23
CCCN(C)C1CN(Cc2cn(CCCOC)nn2)S(=O)(=O)C1 (stereo not drawn)
  13 | -19 | 23 | 3 | · | · | · | · | 7 | · | 5
Cc1cccc(NC(=O)CSc2nc(C)c(CC(=O)c3ccc(Br)cc3)c(C)c2C#N)c1C
  -6 | -5 | -4 | 32 | 9 | -4 | -4 | -6 | 1 | -4 | 11
CCOC(=O)/C=C1/SCC(=O)N1Cc1ccc(Br)cc1
  -13 | -1 | -2 | 4 | 0 | -12 | -1 | 7 | 5 | -4 | 17
Cc1cc(=O)n(-c2ccccc2)n1C
  21 | -14 | -10 | -2 | -5 | -5 | -2 | -9 | 4 | -18 | -39
COc1ccc(CN(Cc2ccccn2)S(=O)(=O)c2ccc(-n3cnnn3)c(OC)c2)cc1
  -9 | -8 | 14 | -20 | -14 | 1 | 2 | -1 | 6 | 0 | 20
CCOC(=O)c1c(NC(=O)c2cccc(N3C(=O)CCC3=O)c2)sc2c1CCN(CC)C2
  -13 | 14 | -21 | -5 | 5 | -29 | -2 | 4 | -9 | · | -22
Cc1nn(C)c(C)c1C(=O)NN
  3 | 16 | -18 | 3 | -17 | -29 | 11 | 4 | -6 | -12 | -10
CCCCn1nc(CC(=O)O)c2ccccc2c1=O
  1 | 16 | -2 | 7 | 7 | -1 | 6 | 5 | -8 | · | -7
CCOc1ccc2c(c1)C(c1ccc(C)cc1)=NNC(c1ccc(C)cc1)=N2
  · | -68 | -24 | 17 | -86 | -48 | -2 | -2 | -14 | -11 | -16
CCOC(=O)c1[nH]c2ccc(OC)cc2c1NC(=S)N1CCN(c2ccc(F)cc2)CC1
  -18 | 13 | -19 | -6 | 5 | -3 | -2 | 3 | 12 | 0 | 1
CCOC(=O)C1CCN(S(=O)(=O)c2cccc3nonc23)CC1
  5 | -11 | -15 | 9 | -1 | -9 | -6 | -2 | 2 | -7 | 10
CC1(C)CC(=O)C(C=NCCN2CCN(C(=S)Nc3ccc(F)cc3)CC2)=C(O)C1
  18 | 16 | 11 | -9 | 9 | 8 | 3 | -5 | -4 | 4 | -9

Other records:
Value order – TROY signal inh | NR5A2 inv ag | SRC2 inh | TRAIL sens C8 | SRC3 inh | SRC1 inh | TLR9-MyD88 block | LMP1 NFkB inh | NOD2-RIPK2 inh | Vif imaging | COUP-TFII inh
COc1ccc(CCNC(=O)CS(=O)(=O)c2cn(CC(=O)N3CCCC3)c3ccccc23)cc1OC
  -14 | 25 | 0 | -14 | 13 | 11 | 1 | -5 | 8 | 1 | 1
Cc1ccnc(SCC(=O)n2c3c(c4ccccc42)CC(C)CC3)n1 (stereo not drawn)
  -54 | 13 | -7 | -4 | -17 | -4 | 2 | -1 | -2 | ? | -35
OC(c1ccc(Cl)cc1)c1ncc(-c2ccccc2Cl)[nH]1 (stereo not drawn)
  -33 | 4 | -26 | -29 | -31 | -7 | · | · | -12 | · | 5
COc1ccc(Cl)cc1NC(=O)CN(C)C(=O)Cn1cnc2c1c(=O)n(C)c(=O)n2C
  0 | 14 | -5 | 0 | 0 | -63 | -9 | 7 | -7 | -3 | -2
c1ccc(N2CCN(Cc3nc4ccccc4[nH]3)CC2)nc1
  -15 | 3 | -6 | -19 | 13 | 0 | -10 | -1 | 1 | 9 | 3
CC(Sc1nnnn1C)C(=O)Nc1ncc(Cl)cc1Cl (stereo not drawn)
  -14 | 11 | 7 | -12 | 25 | 0 | -19 | -3 | -5 | -3 | 19
